Screening results from PubChem.
RmlCD inh 1536: M. tuberculosis RmlC/RmlD coupled enzyme inhibitors, primary screen, biochemical, compound mixtures, 384-well, from 1536-well plates; 160,000 tested, 0.03% active; inhibition, % at 3.6 µM; dTDP-4-dehydrorhamnose reductase (Mycobacterium tuberculosis (strain ATCC 25618 / H37Rv)) …; RmlC+RmlD coupled enzyme assay, percent inhibition; primary screen in compound mixtures; in the data active = inhibition mostly above about 34%, no sharp cut-off; inconclusive = no clear call, values can overlap the other calls; inactive = mostly below about 22%; also: some results filed as inactive read as strong as hits
Target sequence (P9WH09 whole entry, looked up): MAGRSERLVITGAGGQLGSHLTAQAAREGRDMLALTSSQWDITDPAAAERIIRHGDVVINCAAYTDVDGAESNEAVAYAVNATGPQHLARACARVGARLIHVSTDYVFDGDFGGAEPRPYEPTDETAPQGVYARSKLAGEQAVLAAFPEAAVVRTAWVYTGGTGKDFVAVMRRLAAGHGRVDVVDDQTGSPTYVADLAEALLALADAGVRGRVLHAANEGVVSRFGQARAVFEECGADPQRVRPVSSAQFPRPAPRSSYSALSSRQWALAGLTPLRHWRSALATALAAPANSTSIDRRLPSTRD
Target sequence (P9WH11 whole entry, looked up): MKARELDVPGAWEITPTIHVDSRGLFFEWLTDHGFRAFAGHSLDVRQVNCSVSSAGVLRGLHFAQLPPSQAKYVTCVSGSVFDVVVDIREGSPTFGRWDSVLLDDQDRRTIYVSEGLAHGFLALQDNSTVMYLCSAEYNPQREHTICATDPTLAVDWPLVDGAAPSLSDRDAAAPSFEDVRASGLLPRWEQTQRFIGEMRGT
GlmU inhibition: inhibition of mycobacterial GlmU enzyme – biochemical, glucosamine-1-phosphate acetyltransferase (AID 1376). 220,000 tested, 0.25% active. inhibition, %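 (tested at 30 µM in the primary screen)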, or IC50 in µM where a hit was titrated. M. tuberculosis GlmU acetyltransferase enzyme assay; higher % means a stronger effect; in the data active = inhibition above about 13%; inconclusive = no clear call, values can overlap the other calls;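 also: 0% = complete reaction with vehicle and 100% = reaction without substrate; strong numbers were not always called active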
* hit, by the source's call; ? = inconclusive; / = not tested or not shown. The list is partial (hit frequency here may not be typical).

Second line of a record – RmlCD inh 1536, GlmU inhibition
> OCCC1CN(Cc2cnc(N3CCCC3)s2)CCN1Cc1ccccc1 (configuration not stated)
 : /, -5.3%
> COc1cc2c(cc1OC)CN(C(=O)c1cc(S(=O)(=O)N3CCOCC3)ccc1Cl)CC2
 : 11, 3.9%
> COc1ccc(NC(=S)N2CCN(C(=O)c3ccccc3)CC2)cc1
 : /, -6.6%
> Cc1ccc(C)c(NC(=O)CN(C)S(=O)(=O)c2cccc3cccnc23)c1
 : -7, 5.4%
> CN(C)/C(CN1CCOCC1)=C1\N=C(c2ccccc2)OC1=O
 : 1, 0.8%
> COc1ccc(OC)c(C(=O)c2coc3ccc(OC)cc23)c1
 : /, -3.5%
> O=C(c1ccccc1)c1cn(CC(=O)N2CCCc3ccccc32)c2ccccc12
 : -2, -4.2%
> CCOC(=O)c1cc(-c2ccc3c(c2)OCCO3)n[nH]1
 : 14, 6.0%
> Cc1ccc(C(=O)NCc2ccco2)cc1Br
 : 3, 3.5%
> CCC(=O)N1CCc2cc(S(=O)(=O)NC(CC(C)C)C(=O)N3CCc4ccccc43)ccc21 (configuration not stated)
 : /, 4.2%
> Cc1ccc(C2CCN(C(=S)NC(C)(C)C)C2)cc1 (configuration not stated)
 : -7, 3.7%
> O=C(CCC(=O)N/N=C/c1ccco1)N/N=C/c1ccco1
 : 2, 4.7%
> O=C1CCN(S(=O)(=O)c2ccccc2)N1
 : 11, /
> c1ccc(-c2nc(CSc3nnnn3-c3ccccc3)cs2)cc1
 : 26, 7.3%
> COc1ccc(CN=C(C#N)C2=C(O)c3ccccc3C2=O)cc1
 : -7, 1.9%
> Cc1cc(C(C)(C)C)oc1C(=O)N(CC(=O)NC1CCCC1)Cc1ccc(F)cc1
 : 3, 4.0%
> Clc1ccc(-n2c(SC/C=C/c3ccccc3)nnc2-c2cccnc2)cc1
 : /, 0.7%
> Cc1ccc(-c2c(C)sc(NC(=O)C3C4CCC(O4)C3C(=O)O)c2C(=O)OC(C)C)cc1 (configuration not stated)
 : 4, 4.2%
> Cc1ccc(NNC(=O)C2CCC2)cc1C
 : -1, -1.5%
> CCN(CC)C(=O)Oc1ccc(Br)c2ccccc12
 : -3, -7.2%
> N#Cc1ccc(C(=O)Nc2cc(S(=O)(=O)Nc3ccc(Cl)cc3)ccc2N2CCCCC2)cc1
 : 3, 2.8%
> NC(N)=NS(=O)(=O)c1ccc(NC(=S)NC(=O)c2ccc(Br)cc2)cc1
 : 7, -0.8%
> CC1(O)C(=O)C=C2C=C(C3CC3)OC=C2C1=O (configuration not stated)
 : /, 1.8%
> CN(CC(CC(=O)Nc1nncs1)c1ccccc1)S(=O)(=O)c1ccccc1 (configuration not stated)
 : -5, 4.7%
> CCn1c(SCC(=O)N/N=C/C(C)=C/c2ccco2)nnc1-c1ccccc1
 : -13, -2.5%
> CC(=O)/C(C(=N)N1CCN(C(c2ccccc2)c2ccccc2)CC1)=C(\C)O
 : /, -0.2%
> CC(=O)/C(=C/c1ccccc1)C(=O)Nc1ccccc1C
 : 3, -0.6%
> FC(F)(F)c1ccc(C2Nc3cccc4cccc(c34)N2)cc1
 : -5, -0.6%
> COC(=O)c1ccccc1NC(=S)N1CCN(c2ccccn2)CC1
 : -9, 0.5%
> CCOC(=O)c1ccc(NCc2ccc(N(C)C)cc2)cc1
 : 9, 5.2%
> Cc1cc(C)nc(NC(=O)CSc2ncccn2)n1
 : 6, 6.8%
> O=C(NCc1ccco1)c1ccc(Cl)c(S(=O)(=O)N2CCc3ccccc32)c1
 : -8, -7.3%
> Cc1nn(Cc2ccc([N+](=O)[O-])cc2)c(=O)n1-c1ccccc1
 : -2, 1.0%
> Cc1ccc(NC(=O)c2cc(S(=O)(=O)N3CCOCC3)c(Br)s2)cc1
 : -10, 2.1%
> CC(C)=CC(=O)OCC(=O)Nc1nc(C)c(Cl)cc1Cl
 : /, -4.5%
> COc1ccc(C(C(=O)NC(C)(C)C)N(Cc2ccccc2)C(=O)CCC(=O)Nc2cc(C)on2)cc1 (configuration not stated)
 : -6, 0.7%
> CC(=O)n1cc([C@H]2C=C(C(=O)N3CCN(Cc4ccccc4)CC3)O[C@@H](OCCCCO)C2)c2ccccc21
 : /, -1.5%
> CCCN(CCC)CCCNC(=O)c1nn(-c2cccc(OC)c2)c(=O)c2ccccc12
 : 0, -2.4%
> Cc1ccc2nc(Cl)c(/C=N/NC(=O)[C@H]3C[C@@H]3c3ccccc3)cc2c1
 : /, -3.4%
> CC1(C)CC(N2CCC(=O)N(C3CC(C)(C)NC(C)(C)C3)C2)CC(C)(C)N1
 : 45, 3.6%
> CC(NCc1ccc2c(c1)OCO2)C(=O)NC1CCCCC1 (configuration not stated)
 : -4, 4.0%
> O=C(CC1Nc2ccccc2NC1=O)c1ccccc1 (configuration not stated)
 : -4, 0.2%
> CC(C)CCNc1ncnc2c1nnn2Cc1ccccc1Cl
 : 5, 9.3%
> COc1ccc(N/N=C(\C#N)C(=N)N2CCOCC2)cc1
 : 5, 3.9%
> NC1=NC[C@H](Cc2ccccc2)N1CCCCC1CCCCC1
 : /, -9.7%
> CCc1ccc(N(C(=O)CNC(=O)c2ccco2)C(C(=O)NCC2CCCO2)c2ccccc2)cc1 (configuration not stated)
 : -5, -3.0%
> N#Cc1cc([N+](=O)[O-])ccc1Oc1cccc(/C=N/NC(=O)c2cccc(Cl)c2)c1
 : /, 2.2%
> CCOC(=O)C(=Cc1c[nH]c2ccc(S(=O)(=O)N(C)C)cc12)C(=O)OCC
 : -6, 0.7%
> CCCOc1cc(C)c(S(=O)(=O)N2CCN(C)CC2)cc1C
 : 4, -8.1%
> COc1ccccc1-c1cc(C(=O)Nc2sc3c(c2C#N)CCC(C)C3)c2ccccc2n1 (configuration not stated)
 : /, -4.8%
> Cc1ccc(C2=NN(S(C)(=O)=O)C(c3ccc4nccnc4c3)C2)cc1 (configuration not stated)
 : 16, -4.0%
> NNC(=O)CN1C(c2ccccc2)=Nc2ccc(Br)cc2C1c1ccccc1 (configuration not stated)
 : 6, 8.0%
> CC(=O)N1CC23C=CC(CC2CC12CCCCCC2)O3 (configuration not stated)
 : 11, -3.9%
> CCOC(=O)c1c(C)[nH]c(=S)c(C#N)c1-c1ccc(OC)cc1
 : /, 1.2%
> COC(=O)c1c(NC(=O)Cc2cccs2)sc2c1CCCC2
 : -7, -2.5%
> CCCCn1c(CN2C(=O)c3ccccc3C2=O)nc2ccccc2c1=O
 : -5, 9.4%
> CCCN(CCC)S(=O)(=O)c1ccc(Cl)c(OC)c1
 : -11, -1.6%
> O=C(NNC(=O)c1cc(-c2ccc(Cl)cc2Cl)nc2ccccc12)Nc1ccccc1
 : /, 0.5%
> CC(O)CCC(=O)NCCNC(=O)CCC(C)O (configuration not stated)
 : /, -1.7%
> O=C1CCN(Cc2nnnn2CC2CCCO2)c2ccccc2N1 (configuration not stated)
 : /, -1.2%

Following part:
Second line of a record – RmlCD inh 1536, GlmU inhibition
> Cc1cccc(NC(=O)C2CCCN(S(=O)(=O)c3cccc4cccnc34)C2)c1 (configuration not stated)
 : 4, 1.2%
> FC(F)(F)c1cc(-c2ccco2)nc(N2CCOCC2)n1
 : 8, -0.1%
> O=C(O)c1ccc(CNC(=O)c2ccccc2NC(=O)c2ccc([N+](=O)[O-])cc2)cc1
 : 31, -7.0%
> CCOC(=O)C1(CCOC)CCN(Cc2cnc(-c3cccc(C)c3)nc2)CC1
 : 9, -2.8%
> CCOC(=O)c1c(NC(=O)c2ccc(C)cc2)sc2c1CC(C)(C)OC2
 : 11, -4.0%
> CCN(CC)C(=O)N1CCN(S(=O)(=O)c2ccc(C)c(C)c2)CC1
 : /, -1.3%
> C=CCN(CC=C)C(=S)NC(=O)Cc1cccc2ccccc12
 : 0, -1.2%
> COc1cc(/C=C(\C#N)C(=O)c2c[nH]c3ccccc23)cc(OC)c1O
 : 4, 0.9%
> Cc1c(C(=O)N2CCc3ccccc3C2)oc2ccc(S(=O)(=O)N3CC(C)CC(C)C3)cc12 (configuration not stated)
 : /, -2.9%
> CCS(=O)(=O)c1ccc2c(c1)N(S(=O)(=O)c1ccc(C)cc1)CC(C(=O)O)O2 (configuration not stated)
 : -8, 1.2%
> COCC(=O)Nc1ccc([N+](=O)[O-])cc1OC
 : 2, 5.8%
> CCCCn1c(=S)[nH]c2ccccc2c1=O
 : 28, -3.7%
> COc1ccc2c(CC(=O)N3CCc4ccccc43)coc2c1
 : /, -3.5%
> CCN(CC(=O)Nc1ccc(NC(C)=O)cc1)CC(=O)Nc1ccc(F)c(Cl)c1
 : 2, 3.8%
> O=C(CN1C(=O)C(=O)N(Cc2ccccc2)C1=O)Nc1ccc(F)c(Cl)c1
 : -11, 2.1%
> COc1cccc(C(=O)NCc2n[nH]c(=S)n2-c2cccc(C)c2)c1
 : -5, 1.8%
> S=C(Nc1ccc(Cl)cc1)c1nc2ccccc2[nH]1
 : -8, 5.8%
> O=C(COc1ccccc1)N1c2ccccc2Sc2ccccc21
 : /, -1.8%
> Cc1nc2ccccc2nc(C)c1=NOCc1cccc(F)c1
 : /, -1.8%
> O=C(c1ccccc1SCc1ccc(F)cc1)N1CCOCC1
 : 46, -6.0%
> COc1cccc(C(c2sc3nc(C)nn3c2O)N2CCC3(CC2)OCCO3)c1 (configuration not stated)
 : 5, -0.9%
> O=C(Cc1c(O)c2ccccc2[nH]c1=O)NCc1ccc(F)cc1
 : 13, 1.0%
> Cc1ccccc1OCC(=O)Nc1nc(C)c(C(=O)N(C)C)s1
 : /, 8.1%
> O=C(CN1C(=O)C2C3C=CC(C3)C2C1=O)Nc1ccc(S(=O)(=O)N2CCCCC2)cc1 (configuration not stated)
 : /, 2.7%
> Cc1nn(C)c(C)c1NC(=O)c1cc2nc(-c3ccco3)cc(C(F)(F)F)n2n1
 : 8, 1.7%
> CCS(CC)=NS(=O)(=O)c1ccc(NC(C)=O)cc1
 : -2, 0.9%
> CC(=O)C1=C(C)N(CC2CC2)C(=O)N[C@H]1c1ccc(Br)cc1
 : /, -4.1%
> O=C(c1ccccc1)N1CCOC12CCN(c1ncc(C(F)(F)F)cc1Cl)CC2
 : 2, 1.8%
> CCn1c(SCC(=O)n2c(C)c(C)c3ccccc32)nnc1-c1ccco1
 : /, 1.2%
> COc1ncccc1-c1nnn(-c2ccc(C)cc2)n1
 : /, -1.5%
> O=C1CCCC2=C1C(c1ccccc1)CC(=O)N2c1ccc(F)cc1F (configuration not stated)
 : -14, 7.2%
> CCCc1nc(N)c(C#N)c(N)c1C#N
 : -4, -1.4%
> N#CC1=C(SCC(=O)NCc2ccccc2)NC(=O)CC1c1ccco1 (configuration not stated)
 : 5, -1.2%
> CC1(C)OC(=O)N(c2ccccc2)C12C=Cc1c(ccc3ccccc13)O2 (configuration not stated)
 : /, -3.5%
> CNC(=O)Nc1cccc(C(F)(F)F)c1
 : 3, 3.2%
> COc1cccc(C2C([N+](=O)[O-])=C(N)Oc3c2c(=O)oc2ccccc32)c1 (configuration not stated)
 : 12, 3.6%
> Cc1nc(NC(=O)CSc2nncs2)c(Cl)cc1Cl
 : -3, 2.3%
> CC1CN(C(=O)CCc2ccccc2)C(C)CN1C(=O)CCc1ccccc1 (configuration not stated)
 : ?, 2.2%
> Cc1cnnn1-c1ccc(C(=O)CCl)cc1
 : 20, -13%
> CCOc1ccc(NC(=O)CC2C(=O)N(c3ccccc3)C(=O)N2Cc2ccccn2)cc1 (configuration not stated)
 : 7, -4.7%
> CCOC(=O)c1nn(-c2ccc(F)cc2)c2nc(CC(C)C)c(C#N)c(=O)n12
 : /, -6.3%
> O=C(Cn1cnc2ccccc2c1=O)OCC(=O)c1ccc2c(c1)OCCO2
 : /, -0.5%
> COc1cc(C2NC(=O)NC(C)=C2C(C)=O)ccc1O (configuration not stated)
 : 8, -4.0%
> CC(C)C(=O)NNC(=O)c1csc(CS(=O)(=O)c2ccc(Cl)cc2)n1
 : -5, -5.5%
> CC1=CSC2=NS(=O)(=O)CCN12
 : -4, 5.1%
> Cc1cc(N2CCN(S(=O)(=O)c3ccc(Cl)c(Cl)c3)CC2)c2ccccc2n1
 : 8, -2.5%
> COc1ccc(C(C)=O)cc1CN1C(=O)NC2(CCCCCC2)C1=O
 : /, 2.3%
> O=[N+]([O-])c1ccc(/C=N/n2c(COc3ccccc3)n[nH]c2=S)cc1
 : /, 3.3%
> COc1ccc(CN=C2NN=C(c3cccc(OC)c3)CS2)cc1
 : -1, -2.2%
> Cn1cc(CNCC2CCCO2)c(-c2ccc(Oc3ccccc3)cc2)n1 (configuration not stated)
 : 7, -0.5%
> CC(=O)Nc1ccc(OCC(O)CN2C(C)CCCC2C)cc1 (configuration not stated)
 : 2, 1.0%
> COC(=O)COc1cccc2c(=O)n(CC(=O)N3CCC(C)CC3)ccc12
 : -9, 0.4%
> O=C(NCc1ccc(F)cc1)c1cc2sccc2n1Cc1ccc(F)cc1
 : /, 1.9%
> COC(=O)CCC(=O)OC1(C)C(=O)C=C2C=C(C3CC3)N(Cc3ccc(OC)cc3)C=C2C1=O (configuration not stated)
 : /, 1.5%

Structural class, the compounds so far with a nitro group on carbon.
Second line of a record – RmlCD inh 1536, GlmU inhibition
> Cc1nn(Cc2ccc([N+](=O)[O-])cc2)c(=O)n1-c1ccccc1
 : -2, 1.0%
> N#Cc1cc([N+](=O)[O-])ccc1Oc1cccc(/C=N/NC(=O)c2cccc(Cl)c2)c1
 : /, 2.2%
> O=C(O)c1ccc(CNC(=O)c2ccccc2NC(=O)c2ccc([N+](=O)[O-])cc2)cc1
 : 31, -7.0%
> COCC(=O)Nc1ccc([N+](=O)[O-])cc1OC
 : 2, 5.8%
> COc1cccc(C2C([N+](=O)[O-])=C(N)Oc3c2c(=O)oc2ccccc32)c1 (configuration not stated)
 : 12, 3.6%
> O=[N+]([O-])c1ccc(/C=N/n2c(COc3ccccc3)n[nH]c2=S)cc1
 : /, 3.3%
